# BoNT A protease – inhibitors of Botulinum neurotoxin A light chain protease; multiplex microsphere protease substrate cleavage, flow cytometry; inhibition, % at 10 µM; 0.17% of 360,000 active; also: plate controls were buffer without enzyme for full effect and enzyme alone for no effect
# PfHsp40 rescue – compounds rescuing yeast from Plasmodium falciparum HSP40 toxicity. S. cerevisiae expressing PfHsp40, growth rescue, ATP luminescence. growth rescue, % at 12.5 µM. 0.68% of 340,000 active. AID 504582; in the data active = growth rescue above about 28%, passing the limit was not always enough; inconclusive = no clear call, values can overlap the other calls;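 also: yeast W303a lacking pdr1 and pdr3 grown in galactose medium; growth measured after three days at 30 °C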
# FadD28 FP inh – inhibitors of Mycobacterium tuberculosis FadD28 bisubstrate binding; FadD28 bisubstrate probe binding, fluorescence polarization; inhibition, % at 12.5 µM; 0.22% of 360,000 active; in the data active = inhibition above about 8.5%, passing the limit was not always enough; inconclusive = no clear call, values can overlap the other calls
# FBA Mtb inh – Mtb fructose-bisphosphate aldolase inhibition; P9WQA3; inhibition, % at 1 µM; purified M. tuberculosis FBA, fluorescence read-out; AID 588726; 2.3% of 360,000 active; in the data active = inhibition above about 27%;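 also: 0% = vehicle and 100% = reference inhibitor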
# GDH-TPI inh – GDH-TPI coupled enzyme inhibition counter-screen. GDH-TPI coupled enzyme counterscreen, NADH absorbance. inhibition, % at 4.8 µM. 1.2% of 360,000 active; in the data active = inhibition above about 30%;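 also: 0% = DMSO wells and 100% = wells lacking the enzyme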
# BoNT F protease – inhibitors of Botulinum neurotoxin F light chain protease; 0.22% of 360,000 active; inhibition, % at 10 µM; Multiplex microsphere protease cleavage assay, flow cytometry; in the data active = inhibition above about 35%, passing the limit was not always enough; inconclusive = no clear call, values can overlap the other calls; also: plate controls were buffer without enzyme for full effect and enzyme alone for no effect
# Mtb BioA inh – BioA (M. tuberculosis) enzyme inhibition; purified M. tuberculosis BioA enzyme, plate reader; inhibition, % at 9.99 µM; 0.096% of 360,000 active; AID 602481; in the data active = inhibition above about 40%; inconclusive = no clear call, values can overlap the other calls
# UGM FP inh – blocks M. tuberculosis UGM enzyme. P9WIQ1. purified UGM, fluorescence polarization probe displacement. inhibition, % at 10 µM. 0.06% of 320,000 active; in the data active = inhibition above about 10%, passing the limit was not always enough; inconclusive = no clear call, values can overlap the other calls
# Anthrax LF prot – anthrax lethal factor protease inhibition | multiplex microsphere protease cleavage assay, LF | AID 588501 | 0.12% of 360,000 active | inhibition, % at 10 µM; also: plate controls were buffer without enzyme for full effect and enzyme alone for no effect
# Target sequence (P15917 whole entry, looked up): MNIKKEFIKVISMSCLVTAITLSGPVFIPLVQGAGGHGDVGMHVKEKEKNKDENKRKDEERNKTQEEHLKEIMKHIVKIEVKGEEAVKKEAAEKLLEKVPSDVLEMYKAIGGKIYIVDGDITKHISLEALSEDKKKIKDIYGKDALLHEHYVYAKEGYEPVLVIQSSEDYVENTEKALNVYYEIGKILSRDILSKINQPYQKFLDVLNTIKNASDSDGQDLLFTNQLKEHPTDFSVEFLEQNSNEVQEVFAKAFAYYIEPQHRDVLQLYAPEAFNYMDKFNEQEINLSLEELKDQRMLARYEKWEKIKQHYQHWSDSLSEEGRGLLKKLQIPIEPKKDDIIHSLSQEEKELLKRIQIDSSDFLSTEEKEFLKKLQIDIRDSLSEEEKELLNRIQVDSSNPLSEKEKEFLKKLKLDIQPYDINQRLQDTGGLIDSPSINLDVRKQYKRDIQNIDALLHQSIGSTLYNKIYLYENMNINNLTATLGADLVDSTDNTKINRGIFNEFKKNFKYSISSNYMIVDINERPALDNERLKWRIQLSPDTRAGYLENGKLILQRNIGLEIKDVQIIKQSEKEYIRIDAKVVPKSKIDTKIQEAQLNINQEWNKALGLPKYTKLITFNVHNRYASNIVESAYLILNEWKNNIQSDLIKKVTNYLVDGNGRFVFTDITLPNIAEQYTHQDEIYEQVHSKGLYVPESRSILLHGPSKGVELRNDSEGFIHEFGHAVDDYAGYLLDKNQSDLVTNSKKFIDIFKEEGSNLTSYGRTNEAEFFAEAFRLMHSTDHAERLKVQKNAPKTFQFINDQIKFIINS
# Starred values were filed as active, the others as inactive; u = inconclusive; x = no result given. Rule as the data show it, unless noted: active = inhibition above about 30%; inconclusive = no clear call, values can overlap the other calls; inactive = below that.
1. COc1ccc(CNC(=O)CCNS(=O)(=O)c2ccc(Br)s2)cc1
2. O=C(COC(=O)c1ncc(Cl)c(Cl)c1Cl)Nc1ccc(Cl)cn1
3. COc1cccc(-c2nnc(SCC(=O)N3CCCC3=O)n2-c2ccccc2)c1
4. COc1ccc(CC2NCC(O)C2OC(C)=O)cc1 (stereo unspecified)
5. O=C(Nc1ccon1)c1cccc(Cl)c1
6. COc1ccc(NC(=O)C2CC(c3ccc(Cl)cc3)=NO2)cc1 (stereo unspecified)

assay / compound	1	2	3	4	5	6
BoNT A protease	-0.8	0.2	1.9	-1.0	-0.6	0.5
PfHsp40 rescue	-0.2	1.5	0.0	1.9	0.3	-0.1
FadD28 FP inh	0.5	-2.7	-4.0	-0.7	-3.5	-0.9
FBA Mtb inh	0	0	-3	2	3	6
GDH-TPI inh	5	3	3	9	-7	12
BoNT F protease	-1	-7	8	-15	7	-1
Mtb BioA inh	-0.3	x	-1.3	-1.2	x	0.5
UGM FP inh	-4.0	-3.5	-0.3	x	1.1	0.3
Anthrax LF prot	2	-5	3	-1	-3	45*

7. Cn1c(-c2ccc(F)cc2)cnc1SCC(=O)Nc1ccccc1N1CCOCC1
8. Cn1ccnc1SCC(=O)c1ccc(C#N)cc1
9. CC(=O)c1ccccc1OCc1ccc(C(=O)c2ccccc2)cc1
10. COC(=O)c1ccc(NC(=O)C2CC(=O)N(c3ccc(C)cc3)C2)cc1 (stereo unspecified)
11. CC1C(=O)N2CCCc3cc(NS(=O)(=O)c4ccccc4)cc1c32 (stereo unspecified)
12. O=C(COC(=O)c1cc(Br)ccc1O)NC12CC3CC(CC(C3)C1)C2

assay / compound	7	8	9	10	11	12
BoNT A protease	0.3	1.0	1.8	-0.2	x	-0.2
PfHsp40 rescue	2.3	2.5	1.0	-1.2	-0.7	-0.7
FadD28 FP inh	-1.9	-3.7	-2.8	-0.4	-2.6	-3.3
FBA Mtb inh	1	-8	0	4	0	-2
GDH-TPI inh	-2	-12	-1	3	2	-6
BoNT F protease	-3	5	u	7	x	3
Mtb BioA inh	0.4	0.8	8.6	-0.2	-1.6	-0.9
UGM FP inh	-4.3	-0.5	1.2	4.8	3.9	-2.9
Anthrax LF prot	2	4	-11	3	x	-4

# The closing four entries of the part above lead into the next.
9. CC(=O)c1ccccc1OCc1ccc(C(=O)c2ccccc2)cc1
10. COC(=O)c1ccc(NC(=O)C2CC(=O)N(c3ccc(C)cc3)C2)cc1 (stereo unspecified)
11. CC1C(=O)N2CCCc3cc(NS(=O)(=O)c4ccccc4)cc1c32 (stereo unspecified)
12. O=C(COC(=O)c1cc(Br)ccc1O)NC12CC3CC(CC(C3)C1)C2
13. O=C(c1cc2ncc(Br)cn2n1)N1CCCCC1
14. CCc1cccc(C)c1NC(=O)C(c1ccccc1)N1CCC1=O (stereo unspecified)
15. Cc1ccc(NC(=O)COC(=O)Cc2cccs2)cc1S(=O)(=O)N1CCOCC1
16. Fc1cnc(N2CCOCC2)nc1NCc1ccccc1
17. CCOc1ccc(N/C=C/C(=O)c2ccccc2)cc1
18. CC1CC(C)(C)N(C(=O)CN2CCN(C)CC2)c2ccccc21 (stereo unspecified)

assay / compound	9	10	11	12	13	14	15	16	17	18
BoNT A protease	1.8	-0.2	x	-0.2	-1.0	-0.3	1.3	-5.6	2.0	x
PfHsp40 rescue	1.0	-1.2	-0.7	-0.7	-0.9	-2.0	0.8	0.5	-1.2	-0.2
FadD28 FP inh	-2.8	-0.4	-2.6	-3.3	-0.3	-2.0	4.1	-2.9	-0.8	-2.7
FBA Mtb inh	0	4	0	-2	3	-5	4	15	-3	2
GDH-TPI inh	-1	3	2	-6	-1	-13	-9	1	21	10
BoNT F protease	u	7	x	3	-5	5	3	-28	u	x
Mtb BioA inh	8.6	-0.2	-1.6	-0.9	-0.5	-0.3	1.2	-1.1	0.1	-0.7
UGM FP inh	1.2	4.8	3.9	-2.9	-2.3	-0.6	1.9	-2.4	-0.6	-1.5
Anthrax LF prot	-11	3	x	-4	3	0	-4	-5	-21	x

19. COc1ccc2nc(NC(=O)C3CCCO3)sc2c1 (stereo unspecified)
20. CCOC(=O)C1=CNS(=O)(=O)NC1c1cccc(O)c1 (stereo unspecified)
21. COC(=O)c1sc(N)c(C(=O)OC)c1COC(=O)CNS(=O)(=O)c1ccc(C)c(C)c1
22. COc1cc(/C=N/NC(=O)Cc2ccccc2)cc(OC)c1OC
23. O=C(NC(Cc1ccc2c(c1)OCO2)C(=O)NC(Cc1ccccc1)C(=O)O)c1ccccc1 (stereo unspecified)
24. O=S(=O)(CCC1CCCCN1)c1ccccc1 (stereo unspecified)

assay / compound	19	20	21	22	23	24
BoNT A protease	-0.5	-0.2	0.3	-0.9	0.3	0.0
PfHsp40 rescue	2.1	-0.2	0.4	0.5	0.1	-2.6
FadD28 FP inh	-1.6	0.1	-1.5	0.4	-4.0	-0.9
FBA Mtb inh	0	2	0	1	0	0
GDH-TPI inh	-2	3	13	-6	-2	-13
BoNT F protease	3	1	1	u	-2	9
Mtb BioA inh	x	-1.2	1.6	1.4	2.1	x
UGM FP inh	-0.2	x	0.1	-1.4	-0.6	-0.4
Anthrax LF prot	-4	-3	-2	-3	-19	2

25. O=C(COc1ccc2c(c1)CCC2)NCc1cccc(Cl)c1
26. COc1cc(/C=C/c2nc3ccccc3c(=O)n2-c2cccc(O)c2)ccc1O
27. COc1ccc(CNC(=O)CCS(=O)(=O)Cc2ccc(C)cc2)c(OC)c1
28. O=C(CN1C(=O)NC2(CCc3ccccc32)C1=O)c1cccs1 (stereo unspecified)
29. CCOc1ccc(N2C(=O)CC(N(O)c3ccccc3)C2=O)cc1 (stereo unspecified)
30. NC(=O)C1(C(=O)O)OC1(c1ccc(Cl)cc1)c1ccccc1Cl (stereo unspecified)

assay / compound	25	26	27	28	29	30
BoNT A protease	0.0	-0.7	-0.3	0.4	0.9	0.0
PfHsp40 rescue	2.6	-1.1	0.0	-0.7	-0.4	3.4
FadD28 FP inh	1.1	-0.2	-2.1	0.4	-1.0	1.5
FBA Mtb inh	6	-4	10	3	2	4
GDH-TPI inh	5	47*	-5	-1	-5	15
BoNT F protease	-2	-8	-2	u	7	6
Mtb BioA inh	x	-1.2	x	-0.4	-1.1	-2.1
UGM FP inh	-0.9	-1.5	0.0	3.1	-1.4	x
Anthrax LF prot	-1	0	-4	u	1	6

31. CCOC(=O)c1nc(C)n(-c2ccc([N+](=O)[O-])cc2)n1
32. COc1ccccc1NC(=O)CSc1nc2sc(C)c(C)c2c(=O)n1C
33. Fc1cc(Br)ccc1NC(=S)Nc1cccnc1
34. COc1ccc(C(=O)C2CCN(C(=S)Nc3ccc(F)cc3)CC2)cc1
35. COCc1c(C(=O)N/N=C\c2cccnc2)nnn1-c1nonc1N
36. NC(=O)C1CCN(c2cc(Cl)nc(N)n2)CC1

assay / compound	31	32	33	34	35	36
BoNT A protease	-2.0	1.8	-0.7	-1.2	-0.2	1.0
PfHsp40 rescue	-1.9	0.7	-2.5	-0.3	1.8	-0.5
FadD28 FP inh	1.5	1.5	-3.4	-2.3	-0.2	-2.1
FBA Mtb inh	0	0	-2	3	-6	1
GDH-TPI inh	1	0	-1	3	3	9
BoNT F protease	-1	1	1	-2	0	1
Mtb BioA inh	2.5	-0.9	1.0	x	1.3	x
UGM FP inh	-1.5	-1.1	-1.1	-2.9	1.1	-0.7
Anthrax LF prot	1	-1	-3	-10	-2	-4

37. Cc1nn(C)cc1S(=O)(=O)N1CCCCC1C (stereo unspecified)
38. CC(C)N1C(=O)NC(=O)C2(Cc3cc([N+](=O)[O-])ccc3N(C)C2c2ccccc2)C1=O (stereo unspecified)
39. CCOCCCNC(=O)C1CCCN1C(=O)Nc1ccccc1[N+](=O)[O-] (stereo unspecified)
40. CC1(C)C2CCC13CS(=O)(=O)N[C@@H]3C2 (stereo partly specified)
41. CCSC1=C(C#N)C(c2ccc3c(c2)OCO3)C2=C(CCCC2=O)N1 (stereo unspecified)
42. CCN1CCN(c2ccc(S(=O)(=O)N3CCCCC3)cc2NC(=O)Cc2c(Cl)cccc2Cl)CC1

assay / compound	37	38	39	40	41	42
BoNT A protease	-3.6	1.0	0.0	-0.5	0.5	-1.8
PfHsp40 rescue	0.7	1.0	-1.6	-0.7	-0.1	-1.4
FadD28 FP inh	-0.7	-4.6	-0.8	-0.6	-3.6	-1.6
FBA Mtb inh	0	-19	0	1	3	0
GDH-TPI inh	2	5	10	-2	8	2
BoNT F protease	-12	-5	-1	-16	-1	-4
Mtb BioA inh	-2.8	x	-0.7	-0.9	x	-0.9
UGM FP inh	1.4	0.4	0.6	0.7	-2.6	-0.7
Anthrax LF prot	2	-1	-6	1	0	0

43. Cc1ncc([N+](=O)[O-])n1CC(=O)N/N=C/c1ccc(F)cc1
44. Cc1cccc(C)c1NC(=O)CSC(=S)N1CCCC1
45. COc1ccc(/C=N/Nc2nc(C)c([N+](=O)[O-])c(N(C)c3ccccc3)n2)cc1OC
46. Cc1cccc(C(=O)N/N=C/c2ccc(OC3CSC3)cc2)c1
47. NC(=O)CSc1ncc(-c2ccccc2)[nH]1
48. COC(=O)c1ccccc1NC(=O)CSc1nnc(C(C)NC(=O)c2ccc(Cl)cc2Cl)n1C (stereo unspecified)

assay / compound	43	44	45	46	47	48
BoNT A protease	-0.9	0.2	-0.2	0.4	1.5	-1.6
PfHsp40 rescue	-0.8	-1.3	-2.0	-0.8	0.2	-0.5
FadD28 FP inh	-2.2	-2.3	-1.2	-0.8	-2.4	1.5
FBA Mtb inh	0	6	-3	-5	-2	-1
GDH-TPI inh	3	-1	45*	6	-4	-5
BoNT F protease	0	2	-2	-2	16	0
Mtb BioA inh	3.5	x	x	x	-0.4	-2.1
UGM FP inh	-0.1	0.6	1.9	-1.4	0.4	-2.5
Anthrax LF prot	6	0	-1	2	-2	-5

49. O=S(=O)(Nc1ccc(N2CCOCC2)cc1)c1ccccc1
50. O=C(Cn1cnc2ccccc21)c1ccccc1
51. CCOC(=O)c1sc2nc(-c3cccnc3)ccc2c1N
52. COc1cc(NC(=S)NCCCO)c(OC)cc1Cl
53. O=C(CCn1c2c(c3ccccc31)CCCC2)NNC(=O)c1ccccc1[N+](=O)[O-]
54. O=c1c2ccccc2nc(/C=C/c2c[nH]c3ccccc23)n1-c1ccc([N+](=O)[O-])cc1
55. CC(C)(NS(=O)(=O)OCC(Cl)(Cl)Cl)c1ccccc1
56. O=C(NNC(=O)c1ccccc1Br)c1ccc(Cl)c(Cl)c1
57. Cc1cc(C)cc(NC(=O)C2CCCN(c3nc(C)cc(C)n3)C2)c1 (stereo unspecified)

assay / compound	49	50	51	52	53	54	55	56	57
BoNT A protease	0.5	u	2.0	-0.1	0.2	1.3	0.2	-1.1	-1.0
PfHsp40 rescue	-2.0	-1.2	-0.4	1.3	-1.9	-1.5	0.1	3.1	-0.2
FadD28 FP inh	-4.4	-0.3	-2.2	-2.4	-0.5	0.4	-3.2	-3.3	0.6
FBA Mtb inh	0	-3	-1	-2	-4	1	-5	-8	2
GDH-TPI inh	-11	15	17	-5	0	6	-6	-2	4
BoNT F protease	-20	u	-4	-5	-4	1	1	-4	-3
Mtb BioA inh	0.6	0.1	x	x	x	x	-1.2	x	-3.1
UGM FP inh	-1.1	2.5	1.0	1.4	2.2	0.4	-2.0	0.4	-1.2
Anthrax LF prot	-3	-9	-3	-3	-3	-1	-6	0	-9

# Three compounds from above, sorted by molar mass, highest first:
54. O=c1c2ccccc2nc(/C=C/c2c[nH]c3ccccc23)n1-c1ccc([N+](=O)[O-])cc1
53. O=C(CCn1c2c(c3ccccc31)CCCC2)NNC(=O)c1ccccc1[N+](=O)[O-]
55. CC(C)(NS(=O)(=O)OCC(Cl)(Cl)Cl)c1ccccc1

assay / compound	54	53	55
BoNT A protease	1.3	0.2	0.2
PfHsp40 rescue	-1.5	-1.9	0.1
FadD28 FP inh	0.4	-0.5	-3.2
FBA Mtb inh	1	-4	-5
GDH-TPI inh	6	0	-6
BoNT F protease	1	-4	1
Mtb BioA inh	x	x	-1.2
UGM FP inh	0.4	2.2	-2.0
Anthrax LF prot	-1	-3	-6

# Bioassay records deposited in PubChem by several laboratories.
